S3 lipid droplet = qHTS Assay for Lipid Storage Modulators in Drosophila S3 Cells | Drosophila S3 cells, BODIPY lipid droplet fluorescence, 18-24 h; cells fed with added oleic acid | lipid storage change, negative = inhibition, % at the top dose, mostly 46.1 µM; hits show Potency in µM | actives 0.64% (n = 320,000); active = well fitted inhibition curve with a large enough effect in the signal ratio, with a control signal flat, not every such curve was filed as active; inconclusive = small, poorly fitted or top-dose-only effect, or effect the other way, or a change in a side signal; the % refers to the signal ratio
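Laser-scanning cytometry quantifies lipid droplet accumulation (500–530 nm total intensity; droplet/cell object ratio) in oleic acid-fed (400 uM added) Drosophila S3 cells treated with a concentration series. 20 uM Triacsin C defined 100% inhibition.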
S3 lipid droplet cell count max = recorded beside S3 lipid droplet, whose call it bears; cell number change, %; measured here: cell count max response;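 cells counted by Cell Tracker Red CMTPX staining in the red channel; peak over a dose series mostly up to 46.1 µM; percent activity relative to internal control wells on each plate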
An asterisk follows results filed as active; i = inactive; ? = inconclusive; · = not tested or not shown. % is set by controls: 0 for no effect and ±100 for the full control effect; potency is the fitted concentration of half-maximal effect.

SMILES	S3 lipid droplet	S3 lipid droplet cell count max
O=C1/C(=C/c2ccc3c(c2)OCO3)N2CCC1CC2	-0.7%	-8.4
CCOC(=O)C1(CCOc2ccccc2)CCN(C(C)CSC)CC1 (centres undefined)	?	·
O=C1NC(=O)C(=Cc2ccc(-c3ccc(S(=O)(=O)N4CCOCC4)cc3)o2)C(=O)N1	-22.4%	11.1
CC(=O)N1CC(=O)Nc2ccc(C)cc2C1c1ccccc1 (centres undefined)	?	·
COc1cc(C=C2C(=O)NC(=O)NC2=O)ccc1OCc1ccc([N+](=O)[O-])cc1	?	·
CCOc1ccc(Br)c(C2(O)CC(C)N(C)CC2C)c1 (centres undefined)	i	·
Cc1nn(Cc2ccccc2Cl)c(C)c1C(=O)NC1CCCc2ccccc21 (centres undefined)	14.6%	·
COc1ccccc1CNC(=O)CCNS(=O)(=O)c1ccc2c(c1)oc(=O)n2C	?	·
CCc1ccc(/C=C(/C#N)C(N)=S)cc1	1.6%	-19.2
c1cncc(C2CCCCN2)c1 (centres undefined)	?	·
CSc1nnc([C@@H](N)Cc2ccccc2)o1	?	·
O=C(CCCOc1ccc(Cl)cc1Cl)N1CCC2(CC1)OCCO2	?	·
Cc1cc(OCC(=O)N2C[C@H]3C[C@@H](C2)c2cccc(=O)n2C3)c2c(C)c(C)c(=O)oc2c1	8.2%	4.4
c1cncc(C2CCCCN2Cc2ccc3c(c2)OCO3)c1 (centres undefined)	?	·
COc1ccc(CN2C(=O)CC(=O)NC2=S)cc1	16.3%	-11.3
CCOC(=O)C1CCN(/C=C2\C(=O)NC(=S)N(CC)C2=O)CC1	?	·
CCC(=Nc1ccc(OC)cc1OC)c1c(O)n(C2CCCCC2)c(=O)[nH]c1=O	?	·
COc1cc(C(=O)Nc2ccc(Br)cc2C(=O)c2ccccc2)cc(OC)c1OC	-2.3%	2.3
Cc1ccc(S(=O)(=O)N(c2cc(Cl)c(O)c(Cl)c2)P(=O)(OC(C)C)OC(C)C)cc1	?	·
O=CC(Br)P(=O)(N1CCOCC1)N1CCOCC1 (centres undefined)	-7.2%	9.2
O=c1cccc2n1CC1CC2CN(C(c2cccc(F)c2)c2sc3ncnn3c2O)C1 (centres undefined)	?	·
CC(=O)Nc1ccc(C(=O)C(Cc2ccccc2)N(C)C)cc1 (centres undefined)	-1.6%	·
Cc1ccsc1/C=C1\C(=O)NC(=S)N(C)C1=O	?	·
N#Cc1ccc(N2CCNCC2)c(F)c1	?	·
O=c1[nH]c(=O)n(Cc2ccco2)c(O)c1C=NC1CC1	?	·
Cc1ccc(N=C(N(C)C)P(=O)(N(C)C)N(C)C)c(C)c1	?	·
O=c1c2cc(Br)ccc2[nH]c(=S)n1-c1ccccc1	?	·
CC(C(=O)N1CCC2(CC1)OCCO2)C1Sc2ccccc2NC1=O (centres undefined)	i	24.3
C1CCC2S[C@H]3CCCCC3NC2C1 (some centres undefined)	?	·
CC(=O)O[C@H]1C(=O)[C@@]2(C)C([C@H](OC(=O)c3ccccc3)[C@]3(O)C[C@H](O)C(C)=C1C3(C)C)[C@]1(OC(C)=O)CO[C@@H]1C[C@H]2O (some centres undefined)	5.4%	-11.6
CCN1C(=O)C(=C2C=C(C)N(Cc3ccco3)C(C)=C2)C(=O)N(CC)C1=S	?	·
O=C(Cc1ccccc1)NC(Cc1ccc(Cl)cc1)C(=O)O (centres undefined)	0.8%	10.6
CCOC(=O)c1c(C=O)c2ccccc2n1Cc1ccccc1F	-9.6%	-11.3
CCC(=O)O[C@@H]1[C@@H](OC(C)=O)[C@@]2(O)C(C[C@H](O)C2(C)C)[C@](C)(O)[C@H]2CC[C@@H]3[C@@H](O)[C@]12C[C@@]3(C)O (some centres undefined)	?	·
C[C@@H]1C[C@@H]2O[C@H]2/C=C\C=C\C(=O)Cc2c(Cl)c(O)cc(O)c2C(=O)O1	?	·
CC(=O)c1cn(Cc2ccccc2F)c2ccccc12	?	·
COCC(C)OC(=O)c1c(N)n(Cc2ccco2)c2nc3ccccc3nc12 (centres undefined)	-4.8%	4.0
COCCCn1c(-c2ccc(OC)cc2)cc(C(=O)NC2CCCCCCC2)c1C	i	-8.8
COc1ccc(-n2c(O)c(C=NCc3ccc4c(c3)OCO4)c(=O)[nH]c2=O)cc1	?	·
O=c1[nH]c(=O)n(-c2cccc(Cl)c2)c(O)c1C=NCCN1CCCCC1	?	·

Profiles as entered above. Order of values: S3 lipid droplet | S3 lipid droplet cell count max
`C[C@@H]1C[C@@H]2O[C@H]2/C=C\C=C\C(=O)Cc2c(Cl)c(O)cc(O)c2C(=O)O1` is listed as ? | ·
`O=c1[nH]c(=O)n(-c2cccc(Cl)c2)c(O)c1C=NCCN1CCCCC1` is listed as ? | ·

(continued)
Second line of a record – S3 lipid droplet | S3 lipid droplet cell count max
- COc1ccc(N2C(=O)CC(N3CC=C(c4ccccc4)CC3)C2=O)cc1 (centres undefined)
  ? | ·
- CC(C)COC(=O)c1ccccc1C(=O)OCC(C)C
  -4.3% | -24.5
- CN1C(=O)NC(=O)[C@]2(Cc3ccccc3N3CCN(c4ccccc4)CC32)C1=O (some centres undefined)
  i | ·
- c1ccc2c(CCNC3CCCCC3)c[nH]c2c1
  ? | ·
- Cc1ccc2cc(CNCCc3ccccc3C)c(=O)[nH]c2c1
  ? | ·
- CN1CN=C(N[N+](=O)[O-])N(Cc2ccco2)C1
  2.0% | -1.7
- Cc1cc(OCC(=O)NC(Cc2ccc(Cl)cc2)C(=O)O)c2c3c(c(=O)oc2c1)CCCC3 (centres undefined)
  ? | ·
- COc1ccc(OC)c(-n2c(O)c(C=NCCN3CCNCC3)c(=O)[nH]c2=S)c1
  0.1% | 13.3
- CC(C)c1ccccc1
  ? | ·
- c1ccc2sc(C3CCCNC3)nc2c1 (centres undefined)
  i | ·
- Fc1ccc(CCNCc2ccc(Cl)c(Cl)c2)cc1
  -6.9% | -17.2
- CCN(CC)c1ccc(N=Cc2c(O)n(-c3ccc(Cl)cc3)c(=O)[nH]c2=O)cc1
  ? | ·
- CCOc1ccccc1-n1c(O)c(C=NCCCN(CC)CC)c(=O)[nH]c1=O
  2.5% | 2.7
- O=P(Nc1ccccc1)(Nc1ccccc1)Oc1ccccc1
  10.1% | 8.7
- CCOC(=O)C(O)(c1ccc(N(CC)C(=O)COc2ccccc2)cc1)C(F)(F)F (centres undefined)
  -6.3% | -7.6
- CNc1cc(N2CCNCC2)ccc1[N+](=O)[O-]
  ? | ·
- O=C1OCCN1P(=O)(c1ccccc1)c1ccccc1
  ? | ·
- CCN(CC)P(=O)(Oc1cccc(C)c1)N(CC)CC
  ? | ·
- O=c1[nH]c(=S)n(-c2ccccc2)c(O)c1C=NCCN1CCNCC1
  ? | ·
- CCN(CC)C(=O)c1ccc(NC(=O)c2cccc(S(=O)(=O)N3CCN(Cc4ccccc4)CC3)c2)cc1
  ? | ·
- COc1ccc(OCCOc2cccc(C=C3C(=O)NC(=O)NC3=O)c2)cc1
  ? | ·
- CC(=O)c1cccc(NC2=NCC(C)S2)c1 (centres undefined)
  ? | ·
- COc1ccccc1N1CCN(Cc2ccccc2)CC1
  ? | ·
- COc1cccc(OCc2cc(C(=O)N3C[C@H]4C[C@@H](C3)c3cccc(=O)n3C4)no2)c1
  7.6% | 10.6
- OC(c1ccccc1)(c1ccccc1)C1CCCN1 (centres undefined)
  2.1% | -1.5
- CC1C2Cn3c(nc4ccccc43)C1N(C)O2 (centres undefined)
  8.5% | 10.5
- Cc1ccc(-n2c(-c3ccc([N+](=O)[O-])cc3)nc3ccccc3c2=O)cc1
  11.7% | 0.6
- CN1CCN(Cc2ccc(OC(F)(F)F)cc2)CC1
  ? | ·
- O=S(=O)(c1ccccc1)N1CN2CCN(C2)C1
  -3.7% | -0.2
- Cc1ccc(Cn2nnnc2CN2CCC(n3nnc4cc(C(F)(F)F)ccc43)CC2)cc1
  i | -14.6
- Cc1c(NP(=S)(C(C)(C)C)C(C)(C)C)c(=O)n(-c2ccccc2)n1C
  ? | ·
- CC(=O)O[C@@]12CO[C@@H]1C[C@H](OC1OCC(O)C(O)C1O)[C@@]1(C)C(=O)[C@H](O)C3=C(C)[C@@H](OC(=O)[C@H](O)[C@@H](NC(=O)c4ccccc4)c4ccccc4)C[C@@](O)([C@@H](OC(=O)c4ccccc4)C12)C3(C)C (some centres undefined)
  ? | ·
- O=C(C1CCCN(c2nnc(-n3cccc3)s2)C1)N1CCC2(CC1)OCCO2 (centres undefined)
  ? | ·
- COc1ccc2c(c1)[C@@]13CCC=C[C@H]1[C@@H](C2)NCC3
  ? | ·
- COC(=O)C1=C(c2ccc(F)cc2F)C[C@@H]2CC[C@H]1N2C(=O)NC(C)C
  ? | ·
- CCC(=NCC1CCCO1)c1c(O)n(-c2ccc(Cl)cc2)c(=O)[nH]c1=O (centres undefined)
  0.2% | 10.1
- O=C1NC(=O)N(Cc2ccccc2)C(=O)/C1=C/c1cnc(-c2ccccc2)nc1
  ? | ·
- C[C@]12CCC(OC(=O)CCC(=O)O)CC1=CCC1C2CC[C@]2(C)C(=O)CCC12 (some centres undefined)
  -4.8% | 4.9
- COc1ccc(-n2c(-c3ccccc3Br)nc3ccccc3c2=O)cc1
  -0.1% | 7.6
- Cc1ccc2oc(=O)n(CC(=O)N3CCOCC3)c2c1
  ? | ·
- COC(=O)C1=C(c2c(C)noc2C)C[C@@H]2CC[C@H]1N2C(=O)NCCOc1ccccc1Cl
  -0.3% | 6.7
- CCOc1cc(-c2nc3c(C)cccn3c2NCC2CCCO2)ccc1O (centres undefined)
  ? | ·
- Cc1ccc(-c2nc3ccccc3c(=O)n2-c2cc(C)ccn2)cc1
  ? | ·
- C=CCn1c(O)c(C(C)=Nc2ccc3c(c2)CCC3)c(=O)[nH]c1=O
  12.7% | 7.6
- O=C1NC(=O)N(c2ccc(F)cc2)C(=O)/C1=C/c1ccsc1
  ? | ·
- O=C1/C(=C/c2cc3c(cc2Cl)OCO3)N2CCC1CC2
  ? | ·
- Clc1cc(Cl)cc(NC2=NCCS2)c1
  -4.9% | -0.5
- CCN1CCN(c2ccc(N)cc2)CC1
  ? | ·
- COc1ccc(CCn2c(O)c(C=Nc3ccc(NC(C)=O)cc3)c(=O)[nH]c2=O)cc1OC
  -1.7% | 1.6
- COCCNC(=O)c1c(NC(=O)c2ccc(Br)o2)n(Cc2ccccc2)c2nc3ccccc3nc12
  ? | ·
- O=C1/C(=C\c2ccc(Cl)cc2Cl)N2CCC1CC2
  13.0% | 1.8
- N=C1c2ccccc2CN1NC(=O)c1ccc(Br)o1
  -3.6% | 3.1
- O=C(Nc1ccc2ccccc2c1)N1C[C@H]2C[C@@H](C1)c1cccc(=O)n1C2
  7.5% | ·
- CN(C)c1ccc(/C=C2\C(=O)NC(=O)N(CCc3ccc(F)cc3)C2=O)cc1
  ? | ·
- CCOC(=O)C1(c2ccccc2)CCN(CCC(=O)Nc2ccc(C(=O)OC)cc2)CC1
  i | 0.9
- CC(=O)N1CN2CN(C(C)=O)CC(C(=O)c3ccc([N+](=O)[O-])cc3)(C2)C1
  -12.0% | 7.7
- O=P1(Nc2cccnc2)COc2ccccc2OC1
  -9.4% | 0.4
- O=C(NCc1cccnc1)C(Cl)(Cl)Cl
  ? | ·
- COc1ccc(Cl)cc1NC1=NCC(C)S1 (centres undefined)
  ? | ·
- CCOc1ccc(-n2c(O)c(N=Nc3c(C)n(C)n(-c4ccccc4)c3=O)c(=O)[nH]c2=O)cc1
  -3.6% | -11.2

Reprinted at random: 2 entries already listed.
Second line of a record – S3 lipid droplet | S3 lipid droplet cell count max
- COc1ccc(Cl)cc1NC1=NCC(C)S1 (centres undefined)
  ? | ·
- CCOc1ccc(-n2c(O)c(N=Nc3c(C)n(C)n(-c4ccccc4)c3=O)c(=O)[nH]c2=O)cc1
  -3.6% | -11.2

(further entries)
Second line of a record – S3 lipid droplet | S3 lipid droplet cell count max
- CCOC(=O)c1nc2ccccc2c(=O)n1-c1ccc(C)cc1C
  6.4% | -4.3
- CCCSc1nc(O)c(CC)c(=O)n1C(C)CC (centres undefined)
  ? | ·
- CN1CCN(c2ncnc3ccc(Br)cc23)CC1
  17.5% | 15.7
- OCC[N+]12CCC(CC1)C(C(O)(c1ccccc1)c1ccccc1)C2 (centres undefined)
  -4.6% | 6.4
- O=P(Oc1ccccc1)(Oc1ccccc1)c1ccccc1
  11.2% | 6.9
- CCOC(=O)C1(CCOc2ccccc2)CCN(C2Cc3ccccc3C2)CC1
  ? | ·
- CN1C(=O)C(Cc2cccc3ccccc23)C(=O)N(C)C1=O
  i | ·
- COc1ccc(Cn2c(O)c(/C=N/NC(=O)c3ccccc3)c(=O)[nH]c2=O)cc1
  ? | ·
- O=C1NC(=O)N(Cc2ccco2)C(=O)/C1=C\c1cccn1CCOc1ccccc1
  -1.0% | 12.6
- CCN(CC)S(=O)(=O)c1ccc(C)c(NCC(=O)Nc2ccc(C#N)c(Cl)c2)c1
  ? | ·
- COc1cc(CN2CCCC(C(=O)c3sccc3C)C2)cc(OC)c1O (centres undefined)
  5.8% | 9.0
- C(#CCN1CCOCC1)COC/C=C/c1ccccc1
  11.3% | -2.7
- O=C1c2cccc3cccc(c23)C(=O)N1/N=C/c1c(O)n(-c2ccccc2)c(=O)[nH]c1=O
  ? | ·
- C[N+]1(C)C2CC[C@H]1CC(OC(=O)C(CO)c1ccccc1)C2 (some centres undefined)
  ? | ·
- CCOC(=O)C(O)(c1ccc(NC(=O)c2ccc(Cl)c(Cl)c2)cc1)C(F)(F)F (centres undefined)
  ? | ·
- C[C@]12CCC(=O)C=C1CC[C@@H]1C2CC[C@]2(C)C(=O)CCC12 (some centres undefined)
  ? | ·

An excerpt; the hit share may differ from the screen's.
